# uPA surface inh – blocks generation of uPA at the cell surface; cell surface uPA generation assay, qHTS; Potency, µM (doses to about 38.3 µM), for the others: top-dose activity change, negative = inhibition, hits mostly inhibitors; 0.31% of 330,000 active; active = well fitted inhibition curve with a large enough effect; inconclusive = small, poorly fitted or top-dose-only effect; inactive = no such curve, though single readings can be large or run the other way; tested in mouse RAW 264.7 cells; note: potency is the fitted concentration of half-maximal effect; nearly all actives have a fitted effect of over 55% in size
# B2AR arrestin – beta2AR (human) beta-arrestin recruitment activity | P07550 | beta-arrestin recruitment to beta2AR, cell-based reporter | Potency, µM (doses to about 46.1 µM), without a hit: at the highest dose activation, usual class: activators | 0.02% of 330,000 active;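 note: potency is the fitted concentration of half-maximal effect; 0% = DMSO controls and full agonism = EC100 isoproterenol or metaproterenol; nearly all actives have a fitted effect of over 65% in size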
# Target sequence (P07550 whole entry, looked up): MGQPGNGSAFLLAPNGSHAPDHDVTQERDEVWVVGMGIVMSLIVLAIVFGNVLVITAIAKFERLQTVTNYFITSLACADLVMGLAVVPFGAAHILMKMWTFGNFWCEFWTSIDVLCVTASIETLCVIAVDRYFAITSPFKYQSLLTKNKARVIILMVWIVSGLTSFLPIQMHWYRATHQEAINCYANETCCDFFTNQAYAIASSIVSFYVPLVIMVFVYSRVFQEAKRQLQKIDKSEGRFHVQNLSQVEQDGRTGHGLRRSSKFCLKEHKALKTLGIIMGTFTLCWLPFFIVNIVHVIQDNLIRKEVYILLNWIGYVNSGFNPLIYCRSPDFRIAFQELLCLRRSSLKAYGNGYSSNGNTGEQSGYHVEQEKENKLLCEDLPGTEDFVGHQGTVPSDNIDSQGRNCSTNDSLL
# Eya2 inh – Eya2 (human) phosphatase inhibition | 0.006% of 330,000 active | O00167 | recombinant Eya2, OMFP fluorescence dephosphorylation (OMFP is methylfluorescein phosphate) | Potency, µM (highest dose often 76.9 µM), inactives show top-dose activity, negative = inhibition, usual class: inhibitors; note: potency is the fitted concentration of half-maximal effect
#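 Eya2 (0.2 uM) preincubated 10 min at ambient with compound, then OMFP substrate added at 50 uM; 10 min reaction in 50 mM HEPES pH 7.5, 50 mM NaCl, 5 uM MgCl2, 0.05% BSA, 1 mM DTT. Fluorescence read at Ex 485/Em 525 nm.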
# GALK inh – blocks human galactokinase activity. Purified GALK, Kinase-Glo residual ATP luminescence. AID 1868. 0.007% of 270,000 active. Potency, µM (titrated, usually from 57.5 µM), for inactives: at the top dose activity change, negative = inhibition, actives largely listed as inhibitors. P51570; note: potency is the fitted concentration of half-maximal effect
# Target sequence (P51570 whole entry, looked up): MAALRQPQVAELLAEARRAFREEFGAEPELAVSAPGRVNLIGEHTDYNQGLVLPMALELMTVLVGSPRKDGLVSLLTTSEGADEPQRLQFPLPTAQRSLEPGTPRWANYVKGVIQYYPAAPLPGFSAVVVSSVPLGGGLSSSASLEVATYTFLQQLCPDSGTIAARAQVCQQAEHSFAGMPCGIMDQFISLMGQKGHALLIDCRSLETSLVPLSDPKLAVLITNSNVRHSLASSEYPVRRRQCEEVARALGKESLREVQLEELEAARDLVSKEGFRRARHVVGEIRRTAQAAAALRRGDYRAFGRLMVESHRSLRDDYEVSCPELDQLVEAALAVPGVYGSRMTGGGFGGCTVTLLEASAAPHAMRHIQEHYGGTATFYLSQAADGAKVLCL
#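 Kinase-Glo Plus luminescence measured ATP left after a 1 h room-temperature reaction. The reaction used 5 nM GALK, 100 uM galactose and 35 uM ATP at pH 8.0 (20 mM HEPES, 5 mM MgCl2, 60 mM NaCl, 1 mM DTT, 0.01% BSA).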
# PKM2 activator – increases activity of human pyruvate kinase M2. P14618. purified PKM2, Kinase-Glo ATP luminescence, activation; response scale: 0% is enzyme alone, no compound. Potency, µM (highest dose often 57.5 µM), without a hit: top-dose activation, usual class: activators. 0.34% of 260,000 active. AID 1631; note: potency is the fitted concentration of half-maximal effect; nearly all actives have a fitted effect of over 55% in size
#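 Purified hPK-M2 (>95% pure) converted ADP (0.1 mM final) to ATP with 0.5 mM PEP in 50 mM imidazole pH7.2, KCl, MgCl2, Tween 20, BSA; 1 h at room temperature. ATP detected by Kinase-Glo luminescence.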
# USP2a block – blocks human ubiquitin-specific protease USP2a; Potency, µM (titrated, usually from 38.3 µM), for the others: at the highest dose activity change, negative = inhibition, hits mostly inhibitors; AID 463254; USP2 core, Ub-CHOP2 coupled fluorogenic reporter, 485/531; 0.01% of 330,000 active;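 note: potency is the fitted concentration of half-maximal effect; plate controls were DMSO wells for no effect and full inhibition by NEM control for full effect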
#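 USP2 core (10nM final) preincubated 30min RT with compound in 20mM Tris-HCl pH 8.0, 2mM CaCl2, 2mM beta-mercaptoethanol, 0.05% CHAPS; 25nM Ub-CHOP2 plus 25nM reporter substrate added, fluorescence (Ex485/Em531) read after 60min.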
# BCR signal inh – chronic active BCR signaling inhibition; ABC-DLBCL IkBa-CBG/CBR reporter, luminescence ratio, 4 h; Potency, µM (highest dose often 46.1 µM), without a hit: at the top dose ratio change, negative = lower green/red ratio, usual class: inhibitors; 0.05% of 340,000 active; AID 493014; active = well fitted inhibition curve with a large enough effect in the signal ratio, with a control signal flat, not every such curve was filed as active; inconclusive = small, poorly fitted or top-dose-only effect, or effect the other way, or a change in a side signal; the % refers to the signal ratio;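 note: potency is the fitted concentration of half-maximal effect; plate controls were basal doxycycline-induced cells for no effect and cells given 10 µM MG132 for full effect; MG132 reads +100%, hits lower the ratio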
#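 Compounds up to 46 uM were incubated four hours with TMD8 cells whose green CBG68 luciferase is fused to IkappaBalpha; red CBR luminescence normalised the signal, and concentration-effect curves were fitted to fusion, red and ratio data.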
# Coupling enz – inhibits coupling enzyme system, counter-screen for aldolase hits. 0.67% of 290,000 active. activity change, negative = inhibition, % at 58.2 µM, hits read low. coupling enzyme system counterscreen, AmpLite Red fluorescence; in the data active = activity change below about -30%
#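 First, compound is pin-transferred into glyceraldehyde-3-phosphate coupling-enzyme reagent at 57.5 uM final and held 10 min at RT. Next, substrate, coupling system and AmpLite Red are added. After 20 min RT, fluorescence (525/598 nm) is read.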
# KCNH2 WT inh – inhibitors of human wildtype KCNH2 potassium channel | AID 720551 | activity change, % at 1.84 µM | U2OS, BacMam KCNH2, thallium flux FluxOr; stronger effect = lower value | 0.37% of 340,000 active;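 active = maximum activity change below -70%; inconclusive = maximum activity change between -70% and -50%; inactive = maximum activity change above -50%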
#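 U2OS cells transduced with wild-type KCNH2 virus are loaded with FluxOr dye for 45 min, and thallium flux is measured in kinetic reads before and after stimulation buffer. Rate constants are normalized to DMSO controls.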
# KCNH2 3.1 inh – blocks the human KCNH2 3.1 channel isoform. U2OS KCNH2 3.1, thallium flux FluxOr; stronger effect = lower value. activity change, % (tested at about 1.8 µM). 0.95% of 340,000 active. AID 720553;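 active = maximum activity change below -70%; inconclusive = maximum activity change from -70% to -50%; inactive = maximum activity change above -50%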;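 note: thallium influx rate constant from kinetic fluorescence after stimulation buffer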
#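 Steps: virus added to U2OS suspension (4 h, RT, dark); medium with 10% FBS added, cells plated, 37 C overnight; FluxOr/Red40 loading buffer 45 min RT; stimulation buffer, 2 min kinetic read; rate constant normalized.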
# Giardia kill – Giardia lamblia killing. Giardia lamblia trophozoite viability. activity change, % at 7.66 µM, hits read low. 0.15% of 340,000 active; in the data active = activity change below about -80%; inconclusive = between about -30% and that limit;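 note: parasites exposed to compound for two days anaerobically before the ATP read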
#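 Trophozoites 100 cells/well + cpd; 48 hrs, 37 deg C, anaerobic. ATPLite 1-Step added, 15-30 min RT, luminescence read (ATP-based viability).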
# * hit, by the source's call; ? = inconclusive; . = not tested or not shown; & = joins results of further samples; [ ] = remark or other dose. Unless noted, calls come from the whole dose curve; as a rule, active = well fitted curve in the direction sought with a large enough effect; inconclusive = small, poorly fitted or top-dose-only effect, or another doubt; inactive = no such curve, though single readings can be large; an effect the other way counts as inactive or inconclusive. Unless noted, % is set by controls: 0 for no effect and ±100 for the full control effect. An excerpt, so the mix of outcomes need not match the whole.
Structure	uPA surface inh	B2AR arrestin	Eya2 inh	GALK inh	PKM2 activator	USP2a block	BCR signal inh	Coupling enz	KCNH2 WT inh	KCNH2 3.1 inh	Giardia kill
CC1CCN(C(=O)C(C)Cl)CC1 (centres undefined)	4.0%	0.2%	-0.4%	-2.3%	-2.0%	-0.9%	-7.5%	-2.1	0.6	-34.5	-22.1
COC(=O)C1=C(c2ccc(-c3ccccc3)c(F)c2)C[C@@H]2CC[C@H]1N2C(=O)N1CCOCC1	-29.5%	0.4%	6.4%	.	.	2.5%	0.6%	.	9.3	-0.8	-27.4
NC1CCCCC1N=Cc1c(O)n(Cc2ccc(F)cc2)c(=O)[nH]c1=O (centres undefined)	2.0%	-0.6%	1.5%	6.1%	2.4%	-4.9%	-0.3%	-3.0	-2.8	-21.3	-11.6
COc1cc(N2CCOCC2)ccc1C=C1C(=O)NC(=O)NC1=O	7.3%	-0.9%	-0.6%	-1.1%	-22.0%	3.0%	-3.3%	-1.7	-0.7	-22.8	29.9
CCCN(CC(=O)Nc1ccccc1C)C(=O)CCl	-9.9%	0.3%	-5.1%	8.4%	-10.8%	-0.9%	?	0.6	-12.7	-16.9	30.7[activator]
C[N+]1(C)C2CCC1CC(OC(=O)c1c[nH]c3ccccc13)C2 (centres undefined)	-0.1%	-0.1%	7.2%&13.1%	.	.	3.0%	1.2%	.	-8.1	-0.5	3.2
COC(=O)C(O)(c1ccc(NC(=O)c2ccco2)c(OC)c1)C(F)(F)F (centres undefined)	-4.9%	-0.3%	9.7%	0.2%	-7.5%	0.4%	-3.1%	0.9	-0.1	-14.5	-6.6
Cc1ccc(C2N3CCCN23)cc1 (centres undefined)	-3.0%	-0.4%	7.1%	0.1%	0.6%	-1.5%	?	-2.3	-3.8	-8.5	-2.5

# Quoted from the results shown (6 entries):
Structure	uPA surface inh	B2AR arrestin	Eya2 inh	GALK inh	PKM2 activator	USP2a block	BCR signal inh	Coupling enz	KCNH2 WT inh	KCNH2 3.1 inh	Giardia kill
COC(=O)C1=C(c2ccc(-c3ccccc3)c(F)c2)C[C@@H]2CC[C@H]1N2C(=O)N1CCOCC1	-29.5%	0.4%	6.4%	.	.	2.5%	0.6%	.	9.3	-0.8	-27.4
NC1CCCCC1N=Cc1c(O)n(Cc2ccc(F)cc2)c(=O)[nH]c1=O (centres undefined)	2.0%	-0.6%	1.5%	6.1%	2.4%	-4.9%	-0.3%	-3.0	-2.8	-21.3	-11.6
COc1cc(N2CCOCC2)ccc1C=C1C(=O)NC(=O)NC1=O	7.3%	-0.9%	-0.6%	-1.1%	-22.0%	3.0%	-3.3%	-1.7	-0.7	-22.8	29.9
CCCN(CC(=O)Nc1ccccc1C)C(=O)CCl	-9.9%	0.3%	-5.1%	8.4%	-10.8%	-0.9%	?	0.6	-12.7	-16.9	30.7[activator]
C[N+]1(C)C2CCC1CC(OC(=O)c1c[nH]c3ccccc13)C2 (centres undefined)	-0.1%	-0.1%	7.2%&13.1%	.	.	3.0%	1.2%	.	-8.1	-0.5	3.2
COC(=O)C(O)(c1ccc(NC(=O)c2ccco2)c(OC)c1)C(F)(F)F (centres undefined)	-4.9%	-0.3%	9.7%	0.2%	-7.5%	0.4%	-3.1%	0.9	-0.1	-14.5	-6.6

# The results go on:
Structure	uPA surface inh	B2AR arrestin	Eya2 inh	GALK inh	PKM2 activator	USP2a block	BCR signal inh	Coupling enz	KCNH2 WT inh	KCNH2 3.1 inh	Giardia kill
CCOC(=O)CNC(=S)N1CC2C[C@@H](C1)Cn1c2cccc1=O	-3.5%	-0.2%	6.6%	-1.0%	.	4.8%	-2.0%	3.2	-5.4	-2.2	5.2
CCOc1ccc(-n2c(O)c(/C=C3\C=Nc4ccccc43)c(=O)[nH]c2=O)cc1	0.3%	-0.7%	7.8%	.	.	0.8%	?	0.3	-0.3	8.7	-15.3
CC1CCCCN1CC(=O)c1ccc2cc[nH]c2c1 (centres undefined)	6.4%	-0.1%	-8.0%	3.3%	-17.1%	-1.5%	?	-0.3	2.6	-0.7	-11.4
Cc1nc2ccccc2c(=O)n1-c1cccc(O)c1	4.6%	0.0%	-0.5%	-1.9%	-4.7%	3.1%	?	4.0	-5.1	12.2	-6.8
COC(=O)c1ccc(N2C(=O)CC(N3CCC(n4c(=O)[nH]c5ccccc54)CC3)C2=O)cc1 (centres undefined)	-0.9%	-0.4%	1.6%	3.1%	-0.3%	-0.7%	-1.9%	3.4	3.0	0.4	16.2
Cn1c(O)c(C=NC2CCCCCC2)c(=O)[nH]c1=S	10.3%	0.1%	0.9%	-2.5%	4.8%	1.8%	-0.8%	2.5	-14.6	0.1	-14.1
O=c1[nH]c(=O)n(Cc2ccccc2)c(O)c1C=Nc1ccc(CN2CCOCC2)cc1	5.4%	-0.2%	0.0%	1.8%	-10.3%	-1.2%	-2.5%	0.3	11.8	-8.4	3.9
CCc1ccc(NC2=NCCCS2)cc1	-0.8%	-0.1%	2.0%	-0.9%	-0.5%	1.7%	-1.6%	-1.2	1.3	-0.5	2.7
COc1ccc(C2C(C#N)=C(N)Oc3c2c(=O)oc2ccccc32)cc1Cn1cc([N+](=O)[O-])cn1 (centres undefined)	1.6%	0.1%	1.9%	.	8.4%	-3.7%	?	5.4	1.2	.	6.4
CN1CC[C@@]23CCCC[C@@H]2[C@@H]1Cc1ccc(O)cc13	-2.4%	-0.5%	-4.3%	-2.7%	-5.0%	8.0%	-2.9%	-1.0	-2.9	25.8	-8.9
CC1=C(C(=O)Nc2ccccc2)SCCO1	-8.4%	.	.	-3.4%	-8.5%	.	.	0.4	0.1	3.5	-16.2
COC(=O)C1=C(c2ccc(Cl)c(C(F)(F)F)c2)C[C@@H]2CC[C@H]1N2C(=O)NCc1ccco1	-13.7%	3.6%	-3.2%	.	.	-0.2%	?	.	.	.	-7.7
COc1cc(C(=O)OCc2cc(=O)c(O)co2)ccc1OC(F)F	-5.9%	0.8%	?	-1.4%	15.2%	-0.3%	-2.2%	-0.6	-3.1	0.5	?
CCCCOCCCN1C(C)=CC(=C2C(=O)NC(=S)NC2=O)C=C1C	-6.6%	-0.5%	-10.7%	-2.0%	2.9%	-0.8%	4.7%	1.0	1.4	1.3	-14.5
NCCNc1ccc([N+](=O)[O-])c2cccnc12	7.4%	-0.4%	-3.7%	-0.7%	1.8%	-12.7%	?	-1.8	10.3	0.2	-15.4
CC(C)NC(=O)Cn1cc(C(=O)c2ccccc2)c2ccccc21	5.2%	0.0%	-5.2%	2.2%	0.9%	1.7%	-0.9%	3.5	7.6	-5.4	-29.4
Nc1c(C(=O)NCc2ccco2)c2nc3ccccc3nc2n1CCN1CCCCC1	?	0.4%	-23.4%	0.6%	1.6%	-1.4%	?	-2.4	17.8	-4.6	6.4
CCCNS(=O)(=O)c1ccc(OCC(=O)N2CCN(Cc3ccc4c(c3)OCO4)CC2)cc1	1.0%	0.0%	6.9%	-1.2%	-11.5%	-0.1%	2.8%	0.1	-3.1	1.8	-0.1
S=C1CN=C(c2ccccc2Cl)c2cc(Cl)ccc2N1	-2.3%	2.3%	-0.7%	-1.4%	0.5%	2.8%	1.2%	-3.5	2.9	2.9	10.9
CC[n+]1c(/C=C/C=C/c2ccc(N(C)C)cc2)sc2ccccc21	-10.5%	-0.7%	-16.3%	13.0%	-34.1%	-1.9%	0.6%	-7.8	-9.2	-20.8	12.6
CCN(CC)C(=O)Cn1c(=O)oc2ccccc21	-1.6%	-0.3%	3.0%	-0.6%	-4.9%	-0.5%	?	-0.6	1.0	?	0.0
COC(=O)C(O)(c1ccc2c(c1)CCCN2)C(F)(F)F (centres undefined)	2.4%	-0.1%	7.8%[15.4 µM]	4.0%	19.0%	2.3%	?	-0.5	1.8	22.3	7.6
Cc1ccccc1-n1c(O)c(/C=N/Nc2nc3c(c(=O)n(C)c(=O)n3C)n2C)c(=O)[nH]c1=S	1.9%	-0.4%	1.4%	-2.9%	-3.4%	1.6%	?	-7.0	-3.3	12.3	0.6
CC(C)C(C)(NC(=O)c1cccn(Cc2ccc3c(c2)OC(F)(F)O3)c1=O)C(N)=O (centres undefined)	3.5%	0.1%	-2.0%	7.7%	-10.2%	-0.5%	-7.0%	-2.8	-14.9	.	6.5

# Assay outcomes as filed in PubChem BioAssay.
